High-throughput results deposited in PubChem by Sanford-Burnham Center for Chemical Genomics.
H9c2 TAG inh: triacylglycerol accumulation inhibition; inhibition, % at 12.5 µM; H9c2 cells, Nile Red lipid (TAG) fluorescence; cells loaded with 200 µM oleic acid; 230,000 compounds, 0.66% hits;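 active = pattern-corrected inhibition of lipid staining of at least 50% with the nuclear-stain viability signal not falling by more than 50%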;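 also: 0% = DMSO wells and 100% = triacsin C control wells; some results filed as inactive read as strong as hits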
H9c2 TAG inh DAPI viability: recorded beside H9c2 TAG inh, whose call it bears; DAPI nuclei signal change (viability), lower = more cytotoxic, %;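 whole-well DAPI fluorescence read on a plate reader as a viability signal; minus 50 percent equals half of cells still viable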
Numbers without * were called inactive. Not all compounds are listed; the hit share may differ from the screen's.

Structure	H9c2 TAG inh	H9c2 TAG inh DAPI viability
Cc1ccc(NC(=O)c2ccc3c(c2)S(=O)(=O)c2ccccc2C3=O)cc1S(=O)(=O)N1CCOCC1	11.0	1.9
CC(C)c1nc(SCC(=O)N2CCN(c3ccccc3)CC2)c2c(=O)n(C)c(=O)n(C)c2n1	0.2	5.8
CCCc1cc(Nc2ccccc2C)n2ncnc2n1	-3.3	-4.4
Nc1ncnc2c1ncn2C1OC(C(=O)NC2CC2)C(O)C1O (stereo not given)	-17.4	-7.3
Cc1nc2nc(Cc3ccccc3)[nH]n2c(=O)c1Cl	-4.3	6.8
Clc1ccc(Nc2nc(-c3ccncc3)cs2)cc1	94.6	-50.1
Nc1ccc(C(CC(=O)O)n2cccc2)cc1 (stereo not given)	3.9	2.7
O=C(COc1ccc2ccccc2c1)N/N=C/c1ccccn1	-0.8	4.5
Cc1cc(C)c(C)c(S(=O)(=O)NCCCN2CCCC2=O)c1C	-7.9	-3.8
N#CC1=C(N)Oc2n[nH]c(-c3ccccc3)c2C1c1ccsc1 (stereo not given)	-6.5	-6.7
CCC(=O)N(Cc1cc(=O)[nH]c2ccccc12)c1cccc(C)c1	0.4	-3.3
Fc1ccccc1C1c2cccn2CCN1C(=S)Nc1ccc(Br)cc1 (stereo not given)	10.4	-20.7
COc1ccc2cc3cc(C(=O)NCc4ccccn4)oc3nc2c1	0.3	105.8
O=C(CSc1n[nH]c(-c2ccc(Cl)cc2Cl)n1)Nc1ccccn1	4.5	-0.5
COc1nc(Nc2ccc(-c3nc4ccccc4o3)cc2)nc(N2CCOCC2)n1	-10.2	29.6
CNC(=O)CSc1nccn1Cc1ccc(Cl)cc1	2.4	-1.1
COc1cc(OC)c2c(-c3cccc(-c4ccoc4)c3)cc(=O)oc2c1	-4.8	11.3
O=C(COC(=O)CCC(=O)c1cccs1)NC1CC1	3.3	1.5
CC(=O)c1cc2c(cc1NC(=O)c1cccc(S(=O)(=O)N3CCN(C)CC3)c1)OCO2	-27.7	11.9
CCC(=O)Nc1nnc(S(=O)(=O)N2c3ccccc3CC2C)s1 (stereo not given)	4.2	-4.9
CC(=O)N1N=C(c2ccncc2)OC12CCCC2	2.8	-0.9
Cc1cccc(-c2noc(CNS(=O)(=O)c3ccccc3)n2)c1	-4.4	-1.6
COC(=O)CSc1nnc(-c2ccc3c(c2)OCO3)n1C	17.4	-4.4
O=C(C1CCN(S(=O)(=O)c2ccc(Cl)cc2)CC1)N1CCN(c2ccccn2)CC1	1.0	0.9
COc1cccc(NC(=O)c2ccn(C)n2)c1	15.5	-6.6
CN(CC(=O)Nc1cccc2ccccc12)C(=O)c1cccc(S(=O)(=O)N(C)C)c1	-7.9	0.9
COc1ccc(S(=O)(=O)Nc2ccc(Nc3ccccc3)cc2)cc1	21.6	2.8
CC1CCC(NC(=O)COC(=O)CCC(=O)c2ccc(Cl)s2)CC1 (stereo not given)	25.3	-5.1
O=C(O)c1ccc(/C=N\Nc2ccc(S(=O)(=O)N3CCOCC3)cc2[N+](=O)[O-])cc1	-9.7	14.1
CN(C(=O)c1ccc(S(=O)(=O)N2CCCCC2)cc1)C1CCS(=O)(=O)C1 (stereo not given)	-10.4	4.4
COc1ccc(-c2nc3ncccn3c2Br)cc1	0.4	20.8
O=C(COc1ccccc1)NCC(=O)N1CCCC(C(F)(F)F)C1 (stereo not given)	2.1	-1.7
Cc1cccc(NC2=NC(C)(C)N=C(N)N2)c1C	1.9	4.5
O=C(/C=C\c1cn(-c2ccccc2)nc1-c1ccccc1)Nc1nccs1	37.8	21.5
Cn1c(=O)[nH]c(=O)c2c1nc(Br)n2C/C=N/Nc1ccccc1	-16.2	-5.1
O=C(NCC#CCOCc1ccccc1)c1ccccc1	-21.0	-6.8
Cc1ccc(-c2nc3c(c(SCC(=O)N4CCCC4)n2)COC(C)(C)C3)cc1	35.5	-0.1
CCCCCCn1c(=O)[nH]c2c(c1=O)CCC2	4.0	-5.9
COc1ccc(N=C2SCC(c3ccccc3)=NN2C)cc1	-3.5	1.0
NC(=S)NN=C1CCCCCCCCCC1	-22.5	5.3
CCOc1ccc(C2OC34CCCCC3C(C#N)(C#N)C2(C#N)C(=N)O4)cc1OC (stereo not given)	19.3	3.4
O=C(CCCl)N1c2ccccc2C=Cc2ccccc21	3.0	-2.6
O=c1c2ccccc2c(C=Nc2cccc(O)c2)c(O)n1-c1ccc2c(c1)OCO2	44.1	-5.5
Cc1cc(-c2ccc(F)cc2)n2ncc(-c3ccccc3)c2n1	-4.6	-3.7
CCCNC(=S)Nc1ccc(F)cc1F	-12.0	6.1
Cc1cc2c(o1)CC(C)(C)CC2=O	1.7	-2.0
Oc1cc(Cc2ccccc2)cnc1CN1CCOCC1	7.3	0.3
Cc1cc(-c2cc(C(=O)NCc3ccccc3)on2)nc(S(C)(=O)=O)n1	19.3	-19.3
O=C(CCN1C(=O)S/C(=C/c2ccc(Cl)cc2)C1=O)N1CCOCC1	-11.0	4.4
O=C1NC[C@H](c2ccccc2)OC(=O)[C@@H](Cc2ccc(F)cc2)C/C=C\C[C@H]1CC(=O)N(CCO)Cc1ccccc1	9.9	3.5
CCc1cc[n+](-c2nc3ccccc3nc2[N-]S(=O)(=O)c2ccc(Br)s2)cc1	-12.2	-1.2
COc1ccc(C2C(C#N)=C(N)OC3=C2C(=O)CCC3)cc1Cn1cc([N+](=O)[O-])cn1 (stereo not given)	14.6	-1.9
Nc1ccccc1Nc1cccc(C(F)(F)F)c1	68.4*	-28.0*
CCOCCCNC(=O)CN(Cc1ccc(Cl)cc1)S(C)(=O)=O	2.9	12.6
Cc1ccc(C)c(N=Cc2cc3c(cc2[N+](=O)[O-])OCO3)c1	19.7	0.1
Cc1ccc(Cc2c(C)c(C#N)c3[nH]c4ccccc4n3c2=O)cc1	-62.3	13.2
O=C(O)c1c(Cl)nc2ccccn12	9.8	-15.8
CC(C)c1nc2sc3c(SCC(=O)NCc4ccco4)ncnc3c2c2c1CCC2	8.8	22.1
CSc1ccc(S(=O)(=O)N2CC(=O)Nc3ccccc32)cc1	-10.7	-3.5
NC(=O)C1CCN(c2ccc3c(c2)S(=O)(=O)c2ccccc2C3=O)CC1	-10.6	1.3

(next part)
Structure	H9c2 TAG inh	H9c2 TAG inh DAPI viability
O=C(NCc1ccc(F)cc1)c1cc(C(=O)C2CC2)c[nH]1	23.7	2.9
O=C(CSc1ccc(Br)cc1)NCC(c1ccco1)N1CCCCC1 (stereo not given)	-11.8	8.6
O=c1[nH]cnc2c1ncn2C1OC(CO)C(O)C1O (stereo not given)	6.6	2.5
COC(=O)Nc1ccc(S(=O)(=O)Nc2cc(OC)nc(OC)n2)cc1	6.4	4.3
Cc1ccccc1-c1csc(C(O)c2ccccc2)n1 (stereo not given)	-8.4	-1.4
CN(Cc1nc(-c2cnccn2)no1)Cc1cccc2ccccc12	4.2	3.3
CC(C)C(=O)N1CCN(CCN=CC2=C(O)CC(c3ccco3)CC2=O)CC1 (stereo not given)	-4.3	2.2
CCc1ccc(C(=O)CN2C(=O)NC3(CCc4ccccc43)C2=O)cc1 (stereo not given)	-3.9	121.1
C=CCn1c(SCC(=O)Nc2nnc(C)s2)nnc1C1CC1	5.3	4.0
CC1CN(C(=O)CN2C(=O)c3ccccc3C2=O)CC(C)O1 (stereo not given)	-4.9	11.6
CN(C)NC1=CC(=[N+]2CCCC2)CC(C)(C)C1	0.8	-5.4
COc1cc(CN(C(C)=O)c2ccccc2C(=O)O)ccc1[N+](=O)[O-]	-3.1	-4.9
O=C(N/C(=C/c1cccc([N+](=O)[O-])c1)C(=O)N1CCOCC1)c1ccc(Br)cc1	-15.5	7.1
C=CCNC(=S)NNc1nc(Nc2ccccc2)nc(N2CCCCC2)n1	4.3	-0.6
Cc1ccc(NS(=O)(=O)c2ccccc2)c([N+](=O)[O-])c1	-13.7	-1.6
COc1cccc(CNc2nc3nc(C)c(Cl)c(C)n3n2)c1	-34.6	8.1
Cc1ccc(/C=C(\C#N)C(=O)NCc2ccco2)o1	2.5	0.8
Oc1ccc(-c2onc(C(F)(F)F)c2-c2cscn2)c(O)c1	-8.3	8.3
COc1ccccc1NC(=O)Cn1c(CCC(=O)O)ccc1-c1ccc(C)cc1	-2.8	6.4
Cc1cc(C)c(C)c(S(=O)(=O)N2CCC(C(=O)N(C)Cc3nc4ccccc4c(=O)[nH]3)CC2)c1C	-45.8	-2.0
Cc1cc(=O)[nH]c(SCC(=O)C23CC4CC(CC(C4)C2)C3)c1C#N	-8.8	-5.3
CCOc1ccc(NC(=O)c2cccc(OC(=S)N3CCC(C)CC3)c2)cc1	18.7	-14.3
COc1ccc([C@H]2C[C@H](O)[C@@H](n3cc(COC(=O)c4ccccc4)nn3)CN2C(=O)C2CCCCC2)cc1	-12.7	3.0
COCC(C)n1c(SCC(=O)NC2CCCCC2C)nc2ccccc2c1=O (stereo not given)	-8.8	6.0
CCCc1nc(SCC(=O)NCc2ccco2)c2c(=O)n(C)c(=O)n(C)c2n1	7.1	-1.4
COc1ccc(CCNc2c(N)n(Cc3ccccc3)c(=O)[nH]c2=O)cc1OC	8.6	-1.4
CN(C)S(=O)(=O)N(CC(=O)N1CCN(c2ccccc2)CC1)c1ccccc1	2.4	-9.6
CCOC(=O)C(=CNNc1ccsc1C(=O)OC)C(=O)OCC	-21.0	-0.7
NC(=O)C[C@@H]1NC(=O)[C@H](CCC(=O)O)NC(=O)c2cc([N+](=O)[O-])cc(I)c2OCC[C@@H](C(N)=O)NC1=O	17.1	7.8
CC(C)(C)C(=O)NC(=S)NNC(=O)c1ccc(Cl)cc1Cl	-7.8	-2.1
CCCCCCC(C)n1cc(C(C)=O)c(=O)n(C)c1=O (stereo not given)	-9.1	4.0
COC(=O)c1cnc(N)s1	-2.4	1.9
CC(C#N)(Cc1ccccc1)Nc1ccccc1 (stereo not given)	-6.0	2.5
Cc1cccc(NC(=S)N=Nc2c(O)n(CN3CCOCC3)c3ccccc23)c1C	12.6	-12.5
O=Cc1cccn1-c1cccnc1	-6.9	-7.8
CC(C)(C)NC(=O)NC(=O)COC(=O)c1c(F)cccc1Cl	6.9	3.0
CCOC(=O)C1=C(C)N(CCCC(=O)O)C(=O)NC1c1ccccc1OS(=O)(=O)c1ccc(C)cc1 (stereo not given)	4.7	-9.1
COc1ccc(-n2c(=S)[nH]c3c(sc(=S)n3-c3ccccc3)c2=O)c(OC)c1	-7.3	1.4
CCCCOC(=O)c1nnc(-c2ccccc2)o1	1.2	-4.5
COc1ccc(C(=O)OCC(=O)Nc2ccc3[nH]c(=O)[nH]c3c2)c(OC)c1OC	-11.6	-0.4
CC(C)(C(=O)O)c1ccc([C@H](O)CCCN2CCC(C(O)(c3ccccc3)c3ccccc3)CC2)cc1	5.7	4.0
COc1cc(CN2C[C@@H](CO)O[C@@H](n3cnc4c(N5CCOCC5)ncnc43)C2)cc(OC)c1OC	-2.7	-1.4
O=C(N/N=C/c1ccccc1)c1ccc2c(c1)OCO2	26.2	-21.4
O=C(Cc1ccc(F)cc1)Nc1ccc(S(=O)(=O)N2CCCCC2)cc1	-31.3	-4.4
C/C(=N\NC(=O)c1ccc(-c2ccccc2)cc1)c1cccc(N)c1	-17.3	13.2
Cc1cccc(OCCC(=O)NNC(=O)Cn2nc(C)cc2C)c1	0.7	-0.9
CCCC/C=C/c1cccc2nncn12	-6.2	-4.2
CC(=O)c1ccc(S(=O)(=O)Nc2ccc(C(=O)NCCCn3ccnc3)cc2)cc1	8.5	1.6

In the list so far, eight have a COOH group.
Structure	H9c2 TAG inh	H9c2 TAG inh DAPI viability
Nc1ccc(C(CC(=O)O)n2cccc2)cc1 (stereo not given)	3.9	2.7
O=C(O)c1ccc(/C=N\Nc2ccc(S(=O)(=O)N3CCOCC3)cc2[N+](=O)[O-])cc1	-9.7	14.1
O=C(O)c1c(Cl)nc2ccccn12	9.8	-15.8
COc1cc(CN(C(C)=O)c2ccccc2C(=O)O)ccc1[N+](=O)[O-]	-3.1	-4.9
COc1ccccc1NC(=O)Cn1c(CCC(=O)O)ccc1-c1ccc(C)cc1	-2.8	6.4
NC(=O)C[C@@H]1NC(=O)[C@H](CCC(=O)O)NC(=O)c2cc([N+](=O)[O-])cc(I)c2OCC[C@@H](C(N)=O)NC1=O	17.1	7.8
CCOC(=O)C1=C(C)N(CCCC(=O)O)C(=O)NC1c1ccccc1OS(=O)(=O)c1ccc(C)cc1 (stereo not given)	4.7	-9.1
CC(C)(C(=O)O)c1ccc([C@H](O)CCCN2CCC(C(O)(c3ccccc3)c3ccccc3)CC2)cc1	5.7	4.0

Next entries follow.
Structure	H9c2 TAG inh	H9c2 TAG inh DAPI viability
C=CCCN(C(CC(C)C)C(=O)OC)S(=O)(=O)c1ccccc1Br (stereo not given)	0.5	-5.5
CC(=O)NC(CC(=O)Oc1ccc(C)cc1Br)c1ccccc1 (stereo not given)	2.4	4.3
Cc1cc(C)nc(-n2nc(C)cc2NC(=O)c2cccc(S(=O)(=O)N3CCOCC3)c2)n1	-11.6	2.7
Cc1ccc2c(c1)N(CCC(=O)NCCCOC(C)C)C(=O)C(C)O2 (stereo not given)	-7.5	9.5
COc1ccc2c(c1)c(CC(=O)O)c(C)n2C(=O)c1ccc(Cl)cc1	-2.2	0.0
CN1c2ccccc2-c2nc3ccccc3n2C1c1ccncc1 (stereo not given)	-3.3	-2.3
Cc1ccccc1C(=O)N1CCC(C(=O)Nc2ccc(S(=O)(=O)N3CCOCC3)cc2)CC1	-0.2	-0.4
